High-throughput results (PubChem BioAssay)
M1 antag – blocks human M1 muscarinic receptor. P11229. CHO-K1 hM1, Fluo-8 calcium fluorescence, ACh EC80 antagonist. inhibition, % at 3 µM. hit rate 1.3% among 360,000;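 active means percent inhibition above its own plate's cutoff, namely the mean of that plate's compound wells plus 3 SD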;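 further: peak over basal fluorescence ratio during 140 s after agonist addition; 0% = ACh EC80 plus DMSO and 100% = DMSO alone without agonist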
Target sequence (P11229 whole entry, looked up): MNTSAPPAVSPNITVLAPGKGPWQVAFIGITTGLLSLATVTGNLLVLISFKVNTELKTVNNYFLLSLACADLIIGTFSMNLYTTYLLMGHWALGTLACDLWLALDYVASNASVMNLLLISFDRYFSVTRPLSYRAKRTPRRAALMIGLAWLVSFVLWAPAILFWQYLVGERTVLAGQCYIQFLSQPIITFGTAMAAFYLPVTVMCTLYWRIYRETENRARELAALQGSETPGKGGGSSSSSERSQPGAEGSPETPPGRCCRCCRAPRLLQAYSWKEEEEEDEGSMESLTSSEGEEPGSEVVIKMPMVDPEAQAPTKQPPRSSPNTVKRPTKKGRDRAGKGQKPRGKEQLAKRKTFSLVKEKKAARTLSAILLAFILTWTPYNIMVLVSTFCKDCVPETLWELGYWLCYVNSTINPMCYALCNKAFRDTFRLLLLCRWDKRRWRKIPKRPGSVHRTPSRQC
M1 PAM – positive allosteric modulators of human M1 muscarinic receptor; activation, % at 3 µM; CHO-K1 hM1, Fluo-8 calcium fluorescence, ACh EC20; 0% = ACh EC20, 100% = maximal ACh; AID 588819; hit rate 0.088% among 360,000; in the data active means activation above about 19%, passing the limit was not always enough
CHO-K1 Ca antag – M1 antagonist counterscreen hit in parental CHO-K1 cells | ATP-induced calcium, Fluo-8 fluorescence | hit rate 0.6% among 360,000 | inhibition, % at 3 µM | AID 602250;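 active means inhibition above a per-plate cutoff, the plate's mean sample inhibition plus 3 SD, cut at about 24% in these data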;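 further: 0% = DMSO plus EC80 ATP and 100% = DMSO alone without ATP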
M1 ag parental – M1 agonist counterscreen hit in parental CHO-K1 cells | Fluo-8 calcium fluorescence; scaled to maximal ATP response, vehicle zero | activation, % at 3 µM | hit rate 0.48% among 360,000; in the data active means activation above about 15%;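 further: untransfected CHO-K1 host cells lacking M1 receptor as counterscreen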
CHO parental Ca – signal in parental CHO cells, OX1R antagonist counter-screen | parental CHO-K1, ATP-induced calcium, Fluo-8 fluorescence | inhibition, % at 5.6 µM | hit rate 0.63% among 330,000;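 active means inhibition above that plate's mean sample inhibition plus 3 SD, cut at about 26% in these data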;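 further: 0% = ATP-challenged DMSO wells and 100% = DMSO wells without ATP; some compounds past the cut are filed as inactive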
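test system = CHO parental line | reagent = ATP stimulus | measured by = intracellular calcium via Fluo-8 no-wash fluorescent dye | control set = ATP and no-ATP DMSO wells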
CHRM4 antagonist – CHRM4 antagonism in calcium assay; P08173; CHO-hM4 cells, ACh EC80, Fluo-8 calcium fluorescence; inhibition, % at 3 µM; hit rate 0.73% among 360,000; AID 624125;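 active means inhibition above its plate's cutoff, the mean inhibition of sample wells plus 3 SD, cut at about 27% in these data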;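 further: 0% = acetylcholine EC80 with DMSO and 100% = DMSO without agonist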
Target sequence (P08173 whole entry, looked up): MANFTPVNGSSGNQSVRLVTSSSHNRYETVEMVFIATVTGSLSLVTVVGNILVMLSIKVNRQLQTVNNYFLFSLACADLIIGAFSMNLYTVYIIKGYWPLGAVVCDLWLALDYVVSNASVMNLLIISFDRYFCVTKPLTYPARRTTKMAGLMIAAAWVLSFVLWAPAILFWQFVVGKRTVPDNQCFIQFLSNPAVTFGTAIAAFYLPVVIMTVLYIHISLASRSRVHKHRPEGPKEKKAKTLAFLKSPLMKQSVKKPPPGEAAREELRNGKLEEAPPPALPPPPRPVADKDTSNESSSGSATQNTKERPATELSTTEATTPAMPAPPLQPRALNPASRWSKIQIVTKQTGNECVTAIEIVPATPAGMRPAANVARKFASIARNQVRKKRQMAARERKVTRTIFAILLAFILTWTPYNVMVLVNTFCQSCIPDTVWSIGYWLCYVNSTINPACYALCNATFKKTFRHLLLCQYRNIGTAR
M4 ag – agonists of human muscarinic M4 receptor (CHRM4) | P08173 | CHO-K1 hM4/Gqi5, Fluo-8 calcium fluorescence; vehicle 0%, full acetylcholine response 100% | activation, % at 3 µM | hit rate 0.14% among 360,000 | AID 624127;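 active means activation above the run mean over all test wells plus 3 SD, cut at about 32% in these data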;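 further: peak over basal fluorescence ratio per well then scaled between controls; 0% = DMSO wells and 100% = acetylcholine at EC100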
OXTR potentiate – potentiates the human oxytocin receptor response; CHO-OTR cells, Fluo-8 calcium fluorescence, potentiator mode; 0% = oxytocin EC15, 100% = EC100; P30559; hit rate 0.061% among 320,000; activation, % at 3 µM; AID 2445;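 active means activation above that plate's cutoff, the mean activation of tested compounds plus 3 SD, cut at about 6.6% in these data, passing the limit was not always enough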;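 further: 100% uses oxytocin at 75 nM as the full agonist control; some results filed as inactive read as strong as hits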
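Assay system: CHO-OTR cells, human receptor / Also added: oxytocin at about EC15, sub-maximal agonist stimulus / Dosing: single dose, 3.0 µM nominal final compound concentration / Incubation: 6 min pre-incubation, 100 s read / Technique: Fluo-8 calcium dye fluorescence / Read-out: % activation vs EC15 and EC100 oxytocin / Benchmarks: EC15 oxytocin low, 75 nM oxytocin high / Replicates: singlicate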
M1 ag – human M1 muscarinic receptor agonism; P11229; CHO-K1 hM1, Fluo-8 calcium fluorescence, agonist mode; 0% DMSO, 100% acetylcholine EC100; activation, % at 3 µM; hit rate 0.33% among 360,000; AID 588814;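 active means activation above the run's mean compound activation plus 3 SD, cut at about 16% in these data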;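 further: peak over basal fluorescence ratio within a 140 s kinetic read after compound addition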
An asterisk follows results filed as active; . = no result given.

SMILES | M1 antag | M1 PAM | CHO-K1 Ca antag | M1 ag parental | CHO parental Ca | CHRM4 antagonist | M4 ag | OXTR potentiate | M1 ag
COc1ccc(C2=Nn3c(nnc3-c3ccco3)SC2)cc1OC | -11 | 9 | 5 | 1.3 | -6 | 5 | 3 | -9 | -4
COC(=O)[C@@]1(Cc2ccccc2)[C@H]2C(=O)N(Cc3ccccc3)C(=O)[C@H]2[C@H]2CN=C(SCc3ccccc3)N21 | -22 | 12 | -6 | 2.2 | -24 | -3 | 5 | . | -1
CC(C)c1ccc(OCC(=O)NNC(=S)NC(=O)c2cccs2)c(Br)c1 | -11 | 14 | -7 | 0.9 | -7 | 5 | 0 | -6 | -3
Cc1cc(C2=NNC(=NCc3ccccc3)SC2)c(C)n1-c1c(C)n(C)n(-c2ccccc2)c1=O | -2 | 2 | -1 | 0.1 | . | 2 | 0 | . | -9
COc1ccc(N=c2cc(-c3ccc(OC)cc3)oc3ccccc23)cc1 | -4 | 2 | -13 | 0.6 | -16 | 5 | 1 | -5 | -8
CCOc1ccccc1NC(=S)Nc1ccccc1F | -2 | 4 | -3 | 0.2 | 1 | 0 | 0 | -1 | -3
CC1CCCN(c2sc(S(C)(=O)=O)nc2S(=O)(=O)c2ccc(Cl)cc2)C1 (stereo not given) | -7 | 4 | -9 | 1.7 | -14 | 6 | 0 | -10 | -7
N#Cc1nc(NCC(F)F)nc(Nc2cc(F)cc(F)c2)n1 | -2 | 0 | -9 | -0.5 | -22 | -30 | 1 | -8 | -11
O=C(COC(=O)c1cc(=O)[nH]c2ccccc12)Nc1nccs1 | 5 | -2 | -9 | 2.0 | -8 | -5 | 4 | -1 | 1
CC1(C)Cc2c(C#N)c(SCc3nc4ccccc4[nH]3)nc(N3CCOCC3)c2CO1 | -20 | 1 | -3 | 0.4 | -16 | 2 | 3 | -5 | -5
O=S(=O)(Nc1cccc(F)c1)c1cccc2nsnc12 | -5 | 7 | -8 | 4.5 | -1 | -1 | 5 | -14 | -9
C/C(=N\NC(=O)CNC(=O)C(c1ccccc1)c1ccccc1)c1ccccc1 | 3 | -5 | 1 | 0.3 | -8 | -6 | 2 | -3 | -5
CCc1nn(CC(=O)NCCCN(C)Cc2ccccc2)c(=O)c2cc3sc(C)cc3n12 | -7 | -2 | -17 | -0.7 | -21 | 8 | -1 | -7 | -6
O=S(=O)(c1ccc(OCC(O)CN2CCN(c3ccccc3O)CC2)cc1)N1CCOCC1 (stereo not given) | 15 | -9 | 19 | 1.7 | -20 | 8 | 3 | 1 | -7
CCOc1ccccc1Oc1c(C)oc2c(CN3CCN(C)CC3)c(O)ccc2c1=O | -8 | 3 | -8 | 0.6 | -6 | -1 | 0 | 0 | -2
CC1(C)OC(=O)C2=C(C[C@@H](CCOCc3ccccc3)O[C@@H]2c2ccc(F)cc2)O1 | . | . | -18 | 1.7 | . | 9 | 1 | . | .
COc1cc(OC)nc(Nc2nc(CN)cs2)n1 | -8 | 3 | 1 | 0.3 | . | -3 | 1 | . | -2
CNC(=S)N(Cc1cc2ccc(OC)cc2[nH]c1=O)CC1CCCO1 (stereo not given) | -2 | 7 | -12 | 1.9 | -16 | 3 | 1 | -1 | 1
CC12C=CC3(O1)C(C(=O)N(c1cccnc1)C3C(=O)NC1CCCCC1)C2C(=O)Nc1ccccc1 (stereo not given) | -8 | 10 | 0 | 0.5 | -4 | -2 | -1 | -17 | 0
CCOC(=O)C1(C)CCCN(C(=O)Cc2ccc3ccccc3c2)C1 (stereo not given) | -4 | 3 | -5 | 1.8 | . | 5 | 3 | . | 0
Cc1ccc(-n2ncc3c(=O)n(CC(=O)N(C)C)cnc32)cc1C | -20 | 5 | -8 | 0.7 | -14 | 7 | 0 | 1 | -1
C(=N\NC(=Nc1ccccc1)c1ccccn1)/c1ccccn1 | -13 | 5 | 6 | -0.1 | 0 | 0 | 0 | -4 | -4
COC(=O)C(Cc1ccc(O)cc1)NC(=O)CCc1ccco1 (stereo not given) | 2 | 11 | 6 | -0.1 | -9 | -2 | 2 | -2 | 1
CC(C)(C)c1cc(C(=O)Nc2cccc3ccccc23)ccn1 | 4 | 1 | 1 | 0.2 | -19 | 6 | 1 | -4 | -4
COc1ccccc1NS(=O)(=O)c1cccc(NC(=O)c2sc3ccccc3c2Cl)c1 | 20 | -3 | -3 | 0.7 | 8 | 6 | 1 | -17 | -4
(next part)
SMILES | M1 antag | M1 PAM | CHO-K1 Ca antag | M1 ag parental | CHO parental Ca | CHRM4 antagonist | M4 ag | OXTR potentiate | M1 ag
COc1ccc(-c2sc3ccccc3c2/C=C/c2ccc(OC)c(OC)c2)cc1 | 5 | 0 | -16 | 0.3 | -23 | -5 | 1 | -6 | 0
COc1cccc(C(=O)CSc2nnnn2C2CCCCC2)c1 | -8 | 2 | 1 | 0.7 | -1 | 1 | 1 | -19 | -2
Cc1nc(C#N)c(NCc2ccc3c(c2)OCO3)o1 | -8 | -6 | -14 | -0.1 | 3 | -8 | 1 | -15 | -6
CN(C(=O)c1cccc(NC(=O)Cc2ccc(NC(=O)C3CCCN(C(=O)C4CC4)C3)cc2)c1)C1CCCCC1 (stereo not given) | -8 | 1 | -4 | 0.1 | . | 6 | 0 | . | -5
O=C(NCc1nnc(SCC(=O)N2CCOCC2)o1)c1ccccc1F | 2 | -1 | -8 | -0.1 | 2 | -17 | 1 | -2 | -4
CC(C)(C)OC(=O)N1CCCC(C(=O)Nc2cccc(C(=O)N3CCOCC3)c2)C1 (stereo not given) | -8 | 5 | -8 | 0.6 | . | -5 | 2 | . | -1
CCN(CC)Cc1c(O)ccc2c(=O)c(-c3ccccc3Cl)coc12 | -15 | 13 | -11 | 0.5 | 5 | 3 | 0 | 5 | -2
COc1ccc(OC)c(NC(=O)COC(=O)/C=C/c2ccccc2Cl)c1 | -9 | -4 | 0 | 1.0 | 9 | -8 | 0 | -7 | -4
COc1ccc(OCC(=O)N2CCN(c3nnc(-c4ccc(C)cc4)c4ccccc34)CC2)cc1 | 18 | -14 | -6 | 7.8 | -18 | -9 | 8 | -11 | -5
Cc1ccc2[nH]c(=O)c(CN(CCN3CCOCC3)C(=O)Nc3ccc(F)cc3)cc2c1 | 6 | 3 | -2 | 2.6 | -30 | -6 | 9 | 0 | -4
OCCC1CN(Cc2cccn2-c2cccnc2)CCN1C1CCCCC1 (stereo not given) | -5 | 4 | -2 | 0.1 | -2 | -13 | 0 | -2 | -6
Cc1nn(Cc2ccccc2Cl)c(C)c1NC(=O)c1cc(-c2ccc(F)cc2)on1 | 2 | -6 | -8 | 0.7 | -21 | -1 | 3 | -6 | -8
CCC(=O)NCCC(c1ccco1)c1ccccc1OC (stereo not given) | -9 | -1 | -5 | 0.2 | -19 | -14 | 1 | -21 | -4
Cc1ccccc1NC1=C/C(=N\S(=O)(=O)c2ccc(C(=O)O)cc2)c2ccccc2C1=O | 26 | -8 | -12 | 2.7 | 2 | 14 | 4 | -9 | -3
O=C(NCCc1ccc(Cl)cc1)c1n[nH]c2ccccc12 | -2 | 3 | -22 | 4.1 | 1 | -17 | 7 | -11 | -2
COc1ccc(/C=N/NC(=O)Nc2cccc3nsnc23)cc1OC | -13 | 9 | -11 | 0.5 | -13 | -7 | 1 | -4 | -5
CCC(=O)N/C(N)=N/c1nc(C)c2cc(C)c(C)cc2n1 | -13 | 10 | -2 | -0.2 | -11 | 4 | 0 | 5 | -3
CCN(CC)CCn1c(=S)[nH]c2ccccc2c1=O | 10 | -9 | -10 | -0.1 | -9 | 8 | 2 | -7 | -7
COc1cccc(N(CC(=O)NC2CCCCC2)C(=O)CCC(=O)Nc2nc(C)cs2)c1 | -6 | 8 | -13 | 2.0 | -25 | 0 | 3 | -5 | -2
FC(F)(F)c1cc(-c2ccccc2)nc(-n2cncn2)n1 | -12 | 10 | -28 | 0.9 | 12 | -10 | 0 | 0 | -2
CCSc1nc2ccccc2n1C(=O)Oc1ccccc1 | -2 | 4 | 22 | 0.0 | 3 | 7 | 1 | -10 | 0
OCC1CCCC(n2cnc3c(=S)nc[nH]c32)O1 (stereo not given) | -7 | 7 | 4 | 0.0 | 4 | 0 | 0 | 1 | -3
CCOc1ccc(C(C(=O)NC(C)(C)C)N(CCOC)C(=O)CCC(=O)Nc2ccccn2)cc1 (stereo not given) | 1 | 2 | -10 | -0.3 | -29 | -9 | 1 | 2 | -2
CC(=O)Nc1ccc(Oc2ccc3nc(C)[nH]c3c2)cc1 | -35 | 3 | -14 | 0.0 | -14 | -7 | 1 | -7 | -3
O=C(Nc1ccsc1C(=O)N1CCCC1)c1ccccc1 | -15 | 13 | -9 | 0.0 | 1 | -12 | 0 | -5 | -4
The list continues.
SMILES | M1 antag | M1 PAM | CHO-K1 Ca antag | M1 ag parental | CHO parental Ca | CHRM4 antagonist | M4 ag | OXTR potentiate | M1 ag
Cc1cc(C)c(C(=O)CSc2nnc(-c3ccccc3Br)o2)cc1C | -8 | 5 | 8 | 0.0 | . | -4 | 0 | . | -2
O=C(Nc1ccc(S(=O)(=O)N2CCCCC2)cc1)c1cccnc1Cl | -12 | 4 | -3 | 1.3 | -8 | -16 | 3 | -15 | -2
O=C(CSc1ncccn1)N(Cc1cccnc1)C(CCc1ccccc1)c1nc2ccccc2[nH]1 (stereo not given) | -11 | -8 | -20 | 2.2 | . | 9 | 8 | . | -7
C/C(=N\Nc1ccc([N+](=O)[O-])cc1)c1ccc(-n2nncc2C(C)(C)C)cc1 | 2 | 10 | -7 | 0.3 | -10 | -1 | 1 | -7 | -5
COc1ccc(NC(=O)CSc2nnc(C)n2N)cc1S(=O)(=O)N1CCCCC1 | 3 | 1 | 3 | -0.2 | -2 | 1 | 2 | -8 | -3
O=C(NCCN1CCOCC1)c1cc2ccccc2[nH]1 | -2 | 4 | -2 | -0.1 | -14 | -8 | 1 | -7 | -3
CN(Cc1cn(-c2ccccc2)nc1-c1ccc2c(c1)OCO2)Cc1nccn1C | -5 | 3 | -24 | 2.6 | -26 | 3 | 3 | 1 | -13
COc1cc(/C=N/N(CCO)C2=NS(=O)(=O)c3ccccc32)cc(OC)c1OC | 1 | -3 | 6 | 5.6 | -21 | 10 | 10 | 0 | -3
CC(Oc1ccc(Cl)cc1Cl)C(=O)OCn1nnc2ccccc2c1=O (stereo not given) | -21 | 4 | -17 | 0.8 | -17 | -5 | 4 | -6 | -6
Cc1ccc(NC(=O)CN(C)C(=O)COC(=O)CNS(=O)(=O)c2ccc(F)c(F)c2F)cc1 | -9 | 6 | -5 | 0.8 | -1 | -6 | 1 | -2 | -3

Complete entries as entered above. Screens in order: M1 antag	M1 PAM	CHO-K1 Ca antag	M1 ag parental	CHO parental Ca	CHRM4 antagonist	M4 ag	OXTR potentiate	M1 ag
Cc1cc(C)c(C(=O)CSc2nnc(-c3ccccc3Br)o2)cc1C across the screens: -8	5	8	0.0	.	-4	0	.	-2
CC(Oc1ccc(Cl)cc1Cl)C(=O)OCn1nnc2ccccc2c1=O (stereo not given) across the screens: -21	4	-17	0.8	-17	-5	4	-6	-6
O=C(Nc1ccc(S(=O)(=O)N2CCCCC2)cc1)c1cccnc1Cl across the screens: -12	4	-3	1.3	-8	-16	3	-15	-2
COc1cc(/C=N/N(CCO)C2=NS(=O)(=O)c3ccccc32)cc(OC)c1OC across the screens: 1	-3	6	5.6	-21	10	10	0	-3
